IL-1B inflam inh = blocks inflammasome-driven IL-1 beta release; THP-1 LPS/ATP IL-1B secretion, AlphaLISA, 16 h; stronger effect = lower value; AID 743279; activity change, % at 57.5 µM; hit rate 4.7% among 360,000; in the data active means activity change below about -50%; inconclusive means mostly about -30% to -49%; further: on the % scale 0 is the no-effect control and ±100 the full control effect
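THP-1 cells pretreated 1 hr with compounds (up to 57.5 uM final), then stimulated with LPS (250 ng/mL final) plus ATP (1.25 mM final); secreted IL-1B measured by AlphaLISA after 16 hr, decreased signal indicating inhibition.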
HT1080 IDH1KD tx = HT-1080 IDH1 knockdown cell toxicity (counter line); hit rate 2% among 360,000; AID 686971; Potency, µM (top dose mostly 46.1 µM), without a hit: top-dose activity, negative = toxicity, actives largely listed as cytotoxic; HT-1080 IDH1 knockdown viability, ATP luminescence, 48 h;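 further: potency means the concentration at half of the fitted maximal effect; 0% = DMSO wells and -100% = cell-free medium wells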
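Luminescent ATP read-out (CellTiter-Glo, 10 min at room temperature) after 48 h compound exposure at 37 °C gave viability of IDH1-knockdown HT-1080 cells. Activity was normalised to DMSO and cell-free wells, then fitted as concentration-response curves.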
SW480 rerep = DNA re-replication induction in SW480 cells; SW480 DNA re-replication, Hoechst DNA content imaging, 48 h; Potency, µM (highest dose often 46.1 µM), without a hit: top-dose re-replication activation, usual class: activators; hit rate 1.8% among 340,000; AID 624297; further: potency means the concentration at half of the fitted maximal effect; % of control where 0% means no effect; nearly all actives have a fitted effect of over 55% in size
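Compounds, transferred as 23 nL by pin tool, were incubated with cells for 48 hr; DNA content per nucleus was then quantified by Hoechst staining and fluorescence plate imaging.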
KB-V1 cytotox = KB-V1 MDR subline cytotoxicity | KB-V1 MDR cells viability, CellTiter-Glo, 72 h | AID 1347076 | Potency, µM (series often up to 46.1 µM), without a hit: at the highest dose activity change, negative = cytotoxicity, actives largely listed as cytotoxic | hit rate 3.4% among 400,000; further: potency means the concentration at half of the fitted maximal effect; on the % scale 0 is the no-effect control and ±100 the full control effect; nearly all actives have a fitted effect of over 60% in size
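Compound-treated KB-V1 multidrug-resistant cells, 72 h, 37 degrees C; viability by CellTiter-Glo. Fitted qHTS curves give the values.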
KB-3-1 tox = KB-3-1 parental cell cytotoxicity. Potency, µM (series often up to 46.1 µM), without a hit: top-dose activity change, negative = cytotoxic, actives largely listed as cytotoxic. AID 1347075. KB-3-1 viability, CellTiter-Glo ATP luminescence, 72 h. hit rate 1.4% among 400,000; further: potency means the concentration at half of the fitted maximal effect; on the % scale 0 is the no-effect control and ±100 the full control effect; nearly all actives have a fitted effect of over 60% in size
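Here the drug-naive KB-3-1 line serves as comparator for MDR sub-line selectivity; cells received compound titrations, 72 h at 37 °C, then CellTiter-Glo readout.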
MCF10A rerep = inducers of DNA re-replication in MCF 10A breast cells | MCF 10A DNA re-replication, Hoechst nuclear intensity, 48 h | hit rate 2.9% among 350,000 | Potency, µM (doses to about 46.1 µM), inactives show at the top dose activity, positive = re-replication, most hits filed as activators; further: potency means the concentration at half of the fitted maximal effect; % of control where 0% means no effect; nearly all actives have a fitted effect of over 50% in size
HT1080-NT tox = kills 2HG-producing HT-1080-NT fibrosarcoma cells | HT-1080-NT fibrosarcoma viability, CellTiter-Glo ATP luminescence, 48 h | hit rate 1.6% among 360,000 | Potency, µM (series often up to 46.1 µM), inactives show at the highest dose activity, negative = less viability, hits mostly cytotoxic;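 further: NT is the 2HG producing partner of a matched IDH1 knockdown line; potency means the concentration at half of the fitted maximal effect; 0% = DMSO-treated cells and -100% = media-only wells without cells; nearly all actives have a fitted effect of over 55% in size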
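HT-1080-NT; 750 cells/well; 5% FBS RPMI; 48 h compound, 37 degrees C; CellTiter-Glo luminescence; curve fitting and curve-class assignment.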
ATXN2 expr inh = reduces ATXN2 reporter expression in HEK-293 cells; Potency, µM (titrated, usually from 57 µM), for inactives: at the top dose activity change, negative = inhibition, actives largely listed as inhibitors; hit rate 0.72% among 360,000; HEK-293 ATXN2-luciferase reporter, luminescence, 24 h; further: potency means the concentration at half of the fitted maximal effect; on the % scale 0 is the no-effect control and ±100 the full control effect; nearly all actives have a fitted effect of over 55% in size
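qHTS (up to 57 uM final) was run with 24 h compound exposure of reporter cells at 37 °C. Each well was multiplexed: SteadyGlo luminescence measured ATXN2-luciferase expression after a fluorogenic Gly-Phe-AFC viability readout (25 uM final).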
S2 tox = reduces viability in counter-screen for ATXN expression inhibitors; S2 cells (HEK-293 line with an ATXN2-luciferase reporter) viability, CellTiter-Fluor protease fluorescence, 24 h; Potency, µM (doses to about 56.7 µM), usual class: cytotoxic; hit rate 0.49% among 400,000; AID 651635; further: potency means the concentration at half of the fitted maximal effect; nearly all actives have a fitted effect of over 40% in size
Active calls of the source: *; i = inactive; ? = inconclusive; . = not tested or not shown; [ ] = dose if it differs, or a comment. Unless noted, the call rests on the fitted dose curve; in most records, active means well fitted curve in the direction sought with a large enough effect; inconclusive means small, poorly fitted or top-dose-only effect, or another doubt; inactive means no such curve, though single readings can be large; an effect the other way counts as inactive or inconclusive.

Start of the listing, in advance (12 entries):
SMILES	IL-1B inflam inh	HT1080 IDH1KD tx	SW480 rerep	KB-V1 cytotox	KB-3-1 tox	MCF10A rerep	HT1080-NT tox	ATXN2 expr inh	S2 tox
Cc1nn(Cc2ccccc2Cl)c(C)c1NC(=O)C1C2CCC(O2)C1C(=O)O (centres undefined)	35	0%	-2%	?	-27%	20%	-2%	29%	i
CCCNC(=O)COc1cccc(C(=O)NCc2ccccc2)c1	25	0%	3%	-4%	-22%	0%	-1%	-13%	i
CC1(C)C(=O)Nc2ccccc2N1C(=O)COc1ncnc2c(Cl)cc(Cl)cc12	-10	-1%	4%	16%	-6%	26%	-4%	2%	i
COc1ccc(C(CNC(=O)CNC(=O)c2cccc(C)c2)N2CCOCC2)cc1 (centres undefined)	0	14%	-8%	24%	9%	-5%	7%	-5%	i
O=C(Nc1cccc([N+](=O)[O-])c1)c1[nH]ncc1Cl	-7	-2%	20%	23µM*	-1%	3%	-3%	0%	i
CC(C)(C)c1ccc2c(c1)OC(C(=O)N/N=C\c1ccccn1)CO2 (centres undefined)	?	-23%	-1%	?	-9%	?	2%	?	i
N/C(=N\NC(=O)c1ccccc1)c1cc2ccccc2oc1=O	-11	1%	-71%[inhibitor]	33%	-5%	0%	5%	.	i
C[C@H]1Cn2cnc(C(=O)NCc3ccc(CNC(=O)OC(C)(C)C)cc3)c2C(=O)N1	-8	3%	.	8%	4%	.	8%	10%	i
COCCc1nc2ccc(C(=O)N(C)Cc3cccc(-n4nc(C)cc4C)c3)cc2o1	0	4%	-7%	6%	9%	-1%	1%	13%	i
CCS(=O)(=O)c1ccc(O)c(NC(=O)c2cc(-c3ccccn3)nc3ccccc23)c1	20	-1%	0%	9%	4%	-6%	-3%	.	i
Cc1ccc(NC(=O)Nc2cccn(Cc3c(F)cccc3Cl)c2=O)cc1	-24	8%	7%	0%	-11%	2%	4%	-8%	i
Cc1ccc(C(=O)n2ncn(C)c2=S)cc1	0	5%	-6%	2%	1%	6%	0%	9%	i

The whole of this part, from the first entry:
SMILES	IL-1B inflam inh	HT1080 IDH1KD tx	SW480 rerep	KB-V1 cytotox	KB-3-1 tox	MCF10A rerep	HT1080-NT tox	ATXN2 expr inh	S2 tox
Cc1nn(Cc2ccccc2Cl)c(C)c1NC(=O)C1C2CCC(O2)C1C(=O)O (centres undefined)	35	0%	-2%	?	-27%	20%	-2%	29%	i
CCCNC(=O)COc1cccc(C(=O)NCc2ccccc2)c1	25	0%	3%	-4%	-22%	0%	-1%	-13%	i
CC1(C)C(=O)Nc2ccccc2N1C(=O)COc1ncnc2c(Cl)cc(Cl)cc12	-10	-1%	4%	16%	-6%	26%	-4%	2%	i
COc1ccc(C(CNC(=O)CNC(=O)c2cccc(C)c2)N2CCOCC2)cc1 (centres undefined)	0	14%	-8%	24%	9%	-5%	7%	-5%	i
O=C(Nc1cccc([N+](=O)[O-])c1)c1[nH]ncc1Cl	-7	-2%	20%	23µM*	-1%	3%	-3%	0%	i
CC(C)(C)c1ccc2c(c1)OC(C(=O)N/N=C\c1ccccn1)CO2 (centres undefined)	?	-23%	-1%	?	-9%	?	2%	?	i
N/C(=N\NC(=O)c1ccccc1)c1cc2ccccc2oc1=O	-11	1%	-71%[inhibitor]	33%	-5%	0%	5%	.	i
C[C@H]1Cn2cnc(C(=O)NCc3ccc(CNC(=O)OC(C)(C)C)cc3)c2C(=O)N1	-8	3%	.	8%	4%	.	8%	10%	i
COCCc1nc2ccc(C(=O)N(C)Cc3cccc(-n4nc(C)cc4C)c3)cc2o1	0	4%	-7%	6%	9%	-1%	1%	13%	i
CCS(=O)(=O)c1ccc(O)c(NC(=O)c2cc(-c3ccccn3)nc3ccccc23)c1	20	-1%	0%	9%	4%	-6%	-3%	.	i
Cc1ccc(NC(=O)Nc2cccn(Cc3c(F)cccc3Cl)c2=O)cc1	-24	8%	7%	0%	-11%	2%	4%	-8%	i
Cc1ccc(C(=O)n2ncn(C)c2=S)cc1	0	5%	-6%	2%	1%	6%	0%	9%	i
COc1ccc(C(=O)NCC(=O)N2CCNC(=O)C2)cc1OC	9	-3%	-9%	6%	4%	-36%	-1%	-5%	i
Cc1cc(C)n(C(=O)CNC(=O)c2ccc3c(c2)OCCO3)n1	7	-4%	1%	0%	0%	-3%	0%	-3%	i
CC1=C(C(=O)N2CCCCCC2)CC(CC(=O)NC2CCCCC2)C(=O)N1Cc1ccc(C(C)(C)C)cc1 (centres undefined)	-73*	-16%	.	-28%	0%	.	-6%	?	?
O=c1ccc2cc(S(=O)(=O)Nc3ccc(Br)cc3)ccc2o1	-7	-22%	-2%	4%	-3%	1%	-20%	-20%	i
COc1ccc(/C=C/c2cccc[n+]2C)c(O)c1	-13	5%	-1%	19%	?	7%	8%	.	?
CCN=C1SC(C(=O)Nc2ccc(OC)cc2)CC(=O)N1CC (centres undefined)	-5	-1%	1%	1%	4%	-12%	11%	-7%[11.3 µM]	i
CCOC(=O)COc1cc(Br)c(/C=N/Nc2ccccc2)cc1OC	-93*	?	-5%	11%	?	?	?	-31%	?
CCN1CCc2nc(NC(=O)C(c3ccccc3)c3ccccc3)sc2C1	-16	-17%	-1%	-4%	-22%	24%	-13%	-8%	i
CCOP(=O)(c1ccc(N(C)C)cc1)C(O)c1cc(OC)c(OC)c(OC)c1 (centres undefined)	13	10%	7%	21%	0%	693%[0.0737 µM]	5%	5%	i
COCCN1CCN(C(=O)C2CCC(=O)N(CCc3ccc(Cl)cc3)C2)CC1 (centres undefined)	0	-8%	1%	1%	5%	-2%	1%	3%	i
O=C(c1ccc2c(c1)OCO2)N1CCN=C1SCc1ccccc1	-10	8%	-6%	19%	12%	-4%	5%	4%	i
O=C(Cc1ccc([N+](=O)[O-])cc1)Nc1cccc(C(=O)N2CCOCC2)c1	14	7%	1%	3%	3%	-3%	5%	-5%	i
CN(CCC#N)C(=O)CC1(Cc2ccccc2)CCOC(C)(C)C1 (centres undefined)	5	-1%	-2%	-14%	3%	4%	-3%	2%	i
COc1ccc(CNC(=O)Cn2nc([N+](=O)[O-])c(Br)c2C)cc1	-3	-16%	3%	1%	4%	22%	-11%	-1%	i
O=C(NCc1cccc(F)c1)c1ccc2nc(N3CCOCC3)sc2c1	-7	-1%	1%	22%	9%	15%	0%	0%	i
O=C(Nc1ccc(Cl)cc1F)c1oc(=O)c2ccccc2c1-c1ccccc1	.	.	.	?	1%	.	.	-5%	i
O=C1CSC(c2nn(-c3ccccc3)cc2-c2cc3ccccc3oc2=O)N1Cc1ccco1 (centres undefined)	-14	1%[9.24 µM]	?	-15%	-5%	-4%	?	7%	i
Cc1cc(C)c(NC(=O)c2ccc(CNS(=O)(=O)c3cc(C(F)(F)F)ccc3Cl)cc2)c(C)c1	0	-23%	-40%[inhibitor]	0%	0%	6%	-12%	?	i
CC(=O)NC(NC(=S)Nc1ccc(N=Nc2ccccc2C)cc1C)C(Cl)(Cl)Cl (centres undefined)	-15	0%	-1%	9%	-20%	?	1%	14%	?
CCOc1ccc(-c2cc(C(=O)NCCc3ccccc3)c3c(-c4ccc(C)cc4)[nH]nc3n2)cc1	.	.	.	?	?	.	.	23%	i
COc1cc(C)c(CN2CCCCC2CO)cc1C (centres undefined)	0	-4%	-7%	23%	28%	2%	5%[9.24 µM]	-4%	i
Cc1ccc(/C=N\NC(=O)CNC(=O)C23CC4CC(CC(C4)C2)C3)o1	-17	8%	4%	.	.	9%	2%	6%	i
CN(C)CCNc1oc(-c2cccc(Cl)c2)nc1C#N	-6	3%	-4%	?	10%	2%	0%	-8%	i
O=C1C(=O)N(Cc2cccnc2)C(c2cccc(O)c2)/C1=C(\O)c1ccc2c(c1)OCCO2 (centres undefined)	9	3%	23%	2%	2%	9%	1%	.	i
CCOC(=O)N1CCC(N2C(=O)c3ccccc3C2=O)CC1	-1	21%	-8%	29%	15%	-8%	4%	-14%	?
O=C(CCSc1ccc(Cl)cc1)NC12CC3CC(CC(C3)C1)C2	?	-23%	?	-23%	-12%	-180%[0.0737 µM]	-6%	52%[activator]	i
CC(CC(=O)O)CC(=O)Nc1cc([N+](=O)[O-])ccc1O (centres undefined)	15	14%	?	-3%	-13%	1%	12%	5%	?
COc1ccccc1N1CCN(CCCN2C(=O)C3CCCN3C2=O)CC1 (centres undefined)	-3	1%	-14%	6%	21%	13%	10%	5%	i
COC(=O)c1ccc(CSc2nnc(-c3ccncc3)n2Cc2ccccc2)o1	?	-4%	-4%[9.22 µM]	-11%	-9%	?	-3%	5%	i
N#Cc1c(NC(=O)CSc2nc3ccccc3c(=O)n2Cc2ccco2)sc2c1CCCC2	16	-13%	-18%	3%	2%	9%	-9%	-2%	?
CC(Oc1ccccc1)C(=O)NC1CCCCCCC1 (centres undefined)	-15	-1%	-5%	-23%	-22%	8%	9%	-4%	i
CC(C)C[C@H]1CNC(=S)N1C[C@H]1CCCN1C[C@H](CC(C)C)N1C[C@H](CC(C)C)N(CCc2ccccc2)C1=S	-16	?	.	-7%	?	.	-21%	?	?
Cc1ccc(NC(=O)CC2S/C(=N/c3nccs3)N(C)C2=O)c(C)c1 (centres undefined)	0	-2%	0%[9.22 µM]	-6%	-4%	-20%	0%	-11%	i
Cc1ccc2occ(-c3cc(-c4ccc(Cl)cc4)nc4c3COc3ccccc3-4)c(=O)c2c1	.	.	.	0%	-7%	.	.	11%	i
CC(C)(C)OC(=O)N1Cc2[nH]c3ccccc3c2C[C@@H]1C(=O)O	15	4%	-8%	-2%	-4%	-2%	1%	4%	i
